Bioassay records as filed in PubChem.
NOD1 NF-kB reporter: NOD1 signaling inhibitors, primary screen, cell-based, luminescence, uHTS (AID 1578) | one-dose inhibition, % at 4 µM; EC50 in µM for titrated hits | NOD1-driven NF-kB luciferase reporter cells, luminescence; higher % means a stronger effect | actives 1% (n = 290,000); in the data active = inhibition mostly above about 36%, no sharp cut-off; inactive = mostly below about 34%;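 also: HEK-293T reporter cells stimulated with the NOD1 agonist gamma-tri-DAP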
HIV fusion peptide: inhibitors of HIV fusion peptide binding, primary screen, biochemical, uHTS, fluorescence dequenching (AID 1986); one-dose inhibition, % at 20 µM; IC50 in µM for titrated hits; actives 0.3% (n = 290,000); cell-free peptide binding, fluorescence dequenching, 30 min; higher % means a stronger effect; in the data active = inhibition mostly above about 52%, no sharp cut-off; inactive = mostly below about 76%; also: some results filed as inactive read as strong as hits
AID2073: inhibitors of Mint1-CaV2.2 protein interaction, biochemical, HTRF (AID 2073) | Voltage-dependent N-type calcium channel subunit alpha-1B (Homo sapiens) | HTRF protein-protein interaction, Mint1-CaV2.2; higher % means a stronger effect | actives 0.19% (n = 290,000) | inhibition, % at 20 µM; hits with a dose series show IC50 in µM; in the data active = inhibition mostly above about 51%, no sharp cut-off; also: some results filed as inactive read as strong as hits
KOR beta-arrestin-1: KOR agonists, beta-arrestin recruitment, primary screen, cell-based, luminescence, uHTS (AID 1777). KOR beta-arrestin recruitment, luminescence; higher % means a stronger effect. activation, % at 10 µM; hits with a dose series show EC50 in µM. actives 0.02% (n = 280,000); in the data active = activation above about 50%, passing the limit was not always enough; also: a part of the inactive calls stands beside numbers as strong as those of hits
Yfh1-off respiration: enhancers of respiration in Yfh1-depleted yeast, dose response, Friedreich's ataxia, plus single-dose screen (AID 1465) | fold induction at 50 µM; hits with a dose series show EC50 in µM | S. cerevisiae Yfh1-off respiration, WST-1 reduction, 72 h; higher fold induction means a stronger effect | actives 0.074% (n = 220,000);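 active = fold induction of absorbance versus untreated yeast above a set limit, then at least 30% activation at any dose in follow-up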;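 also: activators that raise dye reduction in frataxin-depleted yeast; strong numbers were not always called active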
West Nile virus CPE: West Nile virus antiviral activity, cell-based, CPE readout (AID 1621); West Nile virus-infected cells, CPE inhibition; higher % means a stronger effect; CPE inhibition, % at 10 µM, or IC50 in µM where a hit was titrated; actives 0.02% (n = 290,000); in the data active = a potency from the dose series; also: strong numbers were not always called active
NS5 inhibitors: Dengue-2 NS5 methyltransferase inhibitors, primary screen, biochemical, confirmation dose response (AID 588689); Dengue-2 NS5 methyltransferase capping enzyme assay, biochemical; higher % means a stronger effect; one-dose inhibition, % at 25 µM; IC50 in µM for titrated hits; actives 0.3% (n = 340,000); in the data active = a potency from the dose series
HEK293 NOD2/NF-kB: NOD2 signaling inhibitors, cell-based, luminescence, uHTS, HEK293 (AID 1566); HEK293 NOD2/NF-kB luciferase reporter, luminescence; higher % means a stronger effect; actives 0.63% (n = 290,000); inhibition, % at 4 µM; hits with a dose series show EC50 in µM; also: many of its hits are not listed in these tables
KOR beta-arrestin-2: KOR antagonists, beta-arrestin recruitment, cell-based, luminescence, uHTS (AID 1778); KOR beta-arrestin recruitment, luminescence, antagonist mode; higher % means a stronger effect; inhibition, % at 10 µM, or IC50 in µM where a hit was titrated; actives 0.091% (n = 290,000); also: strong numbers were not always called active
NS5 inhibitors pilot replicate: recorded beside NS5 inhibitors, whose call it bears; inhibition, %; measured here: pilot screen replicate inhibition
The depositor's hits bear a star. Rule as the data show it, unless noted: active = inhibition above about 50%; inactive = the rest. Not all compounds are listed. The share of hits here may be higher or lower than overall.

Results for C=CCn1c(-c2cccn(Cc3cccc(Cl)c3)c2=O)n[nH]c1=S ?
NOD1 NF-kB reporter: -20%; HIV fusion peptide: 2.9%; AID2073: -8%; KOR beta-arrestin-1: 1.7%; Yfh1-off respiration: inactive; West Nile virus CPE: -0.8%; NS5 inhibitors: -6%; HEK293 NOD2/NF-kB: 13%; KOR beta-arrestin-2: -18%

How did O=C(Nc1nc2ccccc2[nH]1)c1ccc(F)cc1 do in these assays?
NOD1 NF-kB reporter: -23%; HIV fusion peptide: 1.3%; AID2073: 4%; KOR beta-arrestin-1: -1.4%; Yfh1-off respiration: inactive; West Nile virus CPE: -0.2%; NS5 inhibitors: -2%; HEK293 NOD2/NF-kB: -209%; KOR beta-arrestin-2: 6%

Results for Cc1cccn2c(=O)c(/C=C(\C#N)C(=O)NCc3ccco3)c(N3CCCCCC3)nc12 ?
NOD1 NF-kB reporter: -4%; HIV fusion peptide: -1.9%; AID2073: -23%; KOR beta-arrestin-1: 0.7%; Yfh1-off respiration: inactive; West Nile virus CPE: 0.4%; HEK293 NOD2/NF-kB: 15%; KOR beta-arrestin-2: -10%

How did Cc1scc(C(=O)NNC(=S)NCC2CCCO2)c1C (configuration not stated) do in these assays?
NOD1 NF-kB reporter: 10%; HIV fusion peptide: -2.6%; AID2073: -66%; KOR beta-arrestin-1: 0.4%; Yfh1-off respiration: inactive; West Nile virus CPE: 0.5%; NS5 inhibitors: -5%; HEK293 NOD2/NF-kB: 4%; KOR beta-arrestin-2: -6%

How did COc1ccc(OC)c(S(=O)(=O)n2cccn2)c1 do in these assays?
NOD1 NF-kB reporter: 11%; HIV fusion peptide: 0.3%; AID2073: 5%; KOR beta-arrestin-1: 4.2%; Yfh1-off respiration: inactive; West Nile virus CPE: -0.7%; NS5 inhibitors: -6%; HEK293 NOD2/NF-kB: -2%; KOR beta-arrestin-2: -12%

How did CSc1ccc(CN(C)C(C)C(=O)NCC2CCCCC2)cc1 (configuration not stated) do in these assays?
NOD1 NF-kB reporter: -14%; HIV fusion peptide: 0.3%; AID2073: 15%; KOR beta-arrestin-1: 5.3%; West Nile virus CPE: -1.1%; NS5 inhibitors: 3%; HEK293 NOD2/NF-kB: -6%; KOR beta-arrestin-2: -42%

How did Cn1c(=O)n(Cc2ccccc2F)c(=O)c2c1nc1n2CCN1Cc1ccco1 do in these assays?
NOD1 NF-kB reporter: -1%; HIV fusion peptide: -1.7%; AID2073: 7%; Yfh1-off respiration: inactive; West Nile virus CPE: -0.8%; NS5 inhibitors: -3%; HEK293 NOD2/NF-kB: 14%

How did COc1ccccc1CC(=O)Nc1cccc(C(=O)Nc2nccs2)c1 do in these assays?
NOD1 NF-kB reporter: 2%; HIV fusion peptide: -1.0%; AID2073: 1%; Yfh1-off respiration: inactive; West Nile virus CPE: -0.5%; NS5 inhibitors: -2%; HEK293 NOD2/NF-kB: -13%; KOR beta-arrestin-2: 3%

What do the screens show for `Cn1nc(-c2ccc(C(=O)O)cc2)c2ccccc2c1=O`?
NOD1 NF-kB reporter: -11%; HIV fusion peptide: 18%; AID2073: 4%; KOR beta-arrestin-1: 1.1%; Yfh1-off respiration: inactive; West Nile virus CPE: 0.4%; NS5 inhibitors: 0%; HEK293 NOD2/NF-kB: 10%; KOR beta-arrestin-2: -30%; NS5 inhibitors pilot replicate: -3.6

What do the screens show for `O=C(COC(=O)COc1ccc(Cl)cc1)Nc1ccc(F)c([N+](=O)[O-])c1`?
NOD1 NF-kB reporter: -18%; HIV fusion peptide: -3.5%; AID2073: 0%; KOR beta-arrestin-1: 6.9%; Yfh1-off respiration: inactive; West Nile virus CPE: -0.8%; NS5 inhibitors: -1%; HEK293 NOD2/NF-kB: 9%; KOR beta-arrestin-2: 35%

Results for COC(=O)c1ccccc1-n1cccc1C(=O)NP(=O)(N1CCOCC1)N1CCOCC1 ?
NOD1 NF-kB reporter: -8%; HIV fusion peptide: 0.4%; AID2073: -7%; KOR beta-arrestin-1: -2.2%; Yfh1-off respiration: inactive; West Nile virus CPE: -0.8%; NS5 inhibitors: -6%; HEK293 NOD2/NF-kB: 24%; KOR beta-arrestin-2: -38%

How did CC(=O)NC(=S)c1c(N)n(Cc2ccccc2)c(=O)n(C)c1=O do in these assays?
NOD1 NF-kB reporter: -16%; HIV fusion peptide: -2.5%; AID2073: -10%; KOR beta-arrestin-1: -10%; Yfh1-off respiration: inactive; West Nile virus CPE: 0.0%; HEK293 NOD2/NF-kB: 18%; KOR beta-arrestin-2: 30%

What do the screens show for `CCCC(C(=O)NCC1CCCO1)N(Cc1ccco1)C(=O)CNS(=O)(=O)c1ccccc1` (configuration not stated)?
NOD1 NF-kB reporter: -3%; HIV fusion peptide: 3.4%; AID2073: 3%; KOR beta-arrestin-1: 1.7%; Yfh1-off respiration: inactive; West Nile virus CPE: -0.3%; NS5 inhibitors: 7%; HEK293 NOD2/NF-kB: 5%; KOR beta-arrestin-2: 15%

Results for COc1ccc(CSc2nnc(SCc3ccc([N+](=O)[O-])cc3)s2)cc1 ?
HIV fusion peptide: -4.3%; AID2073: -7%; KOR beta-arrestin-1: -1.9%; Yfh1-off respiration: inactive; West Nile virus CPE: -0.1%; NS5 inhibitors: 2%; HEK293 NOD2/NF-kB: -2%; KOR beta-arrestin-2: -50%

Results for CCN1c2ccccc2S(=O)(=O)c2ccccc21 ?
NOD1 NF-kB reporter: 8%; HIV fusion peptide: -0.6%; AID2073: 9%; KOR beta-arrestin-1: -3.0%; West Nile virus CPE: -0.4%; NS5 inhibitors: -8%; HEK293 NOD2/NF-kB: 29%; KOR beta-arrestin-2: -6%

Results for CC(=O)c1c(C)[nH]c(C(=O)OCC(=O)N2CC(=O)Nc3ccccc32)c1C ?
NOD1 NF-kB reporter: -16%; HIV fusion peptide: -3.1%; AID2073: -2%; KOR beta-arrestin-1: 1.3%; Yfh1-off respiration: inactive; West Nile virus CPE: -0.3%; NS5 inhibitors: -3%; HEK293 NOD2/NF-kB: 1%; KOR beta-arrestin-2: -7%

What do the screens show for `c1ccc(Nc2nc(N3CCOCC3)c3ccccc3n2)cc1`?
NOD1 NF-kB reporter: 4%; HIV fusion peptide: -3.2%; AID2073: 6%; KOR beta-arrestin-1: 4.8%; Yfh1-off respiration: inactive; West Nile virus CPE: 1.3%; NS5 inhibitors: -3%; HEK293 NOD2/NF-kB: 21%; KOR beta-arrestin-2: -38%

What do the screens show for `O=C(O)CC1S/C(=N/N=C/c2ccc(-c3ccccc3[N+](=O)[O-])o2)NC1=O` (configuration not stated)?
NOD1 NF-kB reporter: -24%; HIV fusion peptide: 16%; AID2073: 9%; Yfh1-off respiration: inactive; West Nile virus CPE: 0.0%; NS5 inhibitors: 89µM*; HEK293 NOD2/NF-kB: 5%; KOR beta-arrestin-2: 22%; NS5 inhibitors pilot replicate: 22*

How did CC(Cc1cccs1)NC(=S)Nc1ccc(F)cc1 (configuration not stated) do in these assays?
NOD1 NF-kB reporter: -8%; HIV fusion peptide: -0.4%; AID2073: -12%; KOR beta-arrestin-1: 5.0%; Yfh1-off respiration: inactive; West Nile virus CPE: -0.5%; NS5 inhibitors: -5%; HEK293 NOD2/NF-kB: -14%; KOR beta-arrestin-2: -7%

What do the screens show for `Cc1cc(C)cc(C(=O)NCC(=O)OCc2c(C)noc2C)c1`?
NOD1 NF-kB reporter: -38%; HIV fusion peptide: 0.8%; AID2073: 0%; KOR beta-arrestin-1: 4.4%; Yfh1-off respiration: inactive; West Nile virus CPE: -0.2%; NS5 inhibitors: -1%; HEK293 NOD2/NF-kB: 1%; KOR beta-arrestin-2: 13%

How did Cc1nc(N2CCC(C)CC2)c2c(C)c(C(=O)Nc3cccc(C(F)(F)F)c3)sc2n1 do in these assays?
NOD1 NF-kB reporter: -4%; HIV fusion peptide: 0.4%; AID2073: 22%; KOR beta-arrestin-1: 4.9%; Yfh1-off respiration: inactive; West Nile virus CPE: -0.5%; NS5 inhibitors: -2%; HEK293 NOD2/NF-kB: 18%; KOR beta-arrestin-2: -37%

What do the screens show for `FC(F)Oc1ccccc1/C=N/n1cnc2ccccc21`?
NOD1 NF-kB reporter: 24%; HIV fusion peptide: 0.9%; AID2073: -2%; KOR beta-arrestin-1: -5.4%; Yfh1-off respiration: inactive; West Nile virus CPE: -1.0%; NS5 inhibitors: -2%; HEK293 NOD2/NF-kB: -15%; KOR beta-arrestin-2: -20%

What do the screens show for `COc1ccc(C(=O)N(Cc2ccc(N(C)C)cc2)C2CCS(=O)(=O)C2)cc1` (configuration not stated)?
NOD1 NF-kB reporter: 11%; HIV fusion peptide: -2.7%; AID2073: -8%; KOR beta-arrestin-1: -5.2%; Yfh1-off respiration: inactive; West Nile virus CPE: -0.1%; NS5 inhibitors: -9%; HEK293 NOD2/NF-kB: -3%; KOR beta-arrestin-2: -23%

What do the screens show for `N/C(=N\OC(=O)c1ccc2ccccc2c1)c1ccccn1`?
NOD1 NF-kB reporter: 8%; HIV fusion peptide: 1.3%; AID2073: -3%; KOR beta-arrestin-1: 1.6%; Yfh1-off respiration: inactive; West Nile virus CPE: -0.9%; NS5 inhibitors: -6%; HEK293 NOD2/NF-kB: -52%; KOR beta-arrestin-2: -21%

What do the screens show for `Clc1ccc(-c2nnc3sc(Cc4cccs4)nn23)c(Cl)c1`?
NOD1 NF-kB reporter: -9%; HIV fusion peptide: -0.2%; AID2073: 0%; KOR beta-arrestin-1: 8.9%; Yfh1-off respiration: inactive; West Nile virus CPE: -1.5%; NS5 inhibitors: -16%; HEK293 NOD2/NF-kB: 16%; KOR beta-arrestin-2: 2%

Results for CC(=O)c1ccccc1Oc1nc(CN2CCOCC2)nc2scc(-c3cccs3)c12 ?
NOD1 NF-kB reporter: 16%; HIV fusion peptide: -3.2%; AID2073: 6%; KOR beta-arrestin-1: 9.3%; Yfh1-off respiration: inactive; West Nile virus CPE: 0.8%; NS5 inhibitors: -8%; HEK293 NOD2/NF-kB: -4%; KOR beta-arrestin-2: 13%

Structures shown so far that contain an NH in an aromatic ring, in the order listed:
Results for C=CCn1c(-c2cccn(Cc3cccc(Cl)c3)c2=O)n[nH]c1=S ?
NOD1 NF-kB reporter: -20%; HIV fusion peptide: 2.9%; AID2073: -8%; KOR beta-arrestin-1: 1.7%; Yfh1-off respiration: inactive; West Nile virus CPE: -0.8%; NS5 inhibitors: -6%; HEK293 NOD2/NF-kB: 13%; KOR beta-arrestin-2: -18%

How did O=C(Nc1nc2ccccc2[nH]1)c1ccc(F)cc1 do in these assays?
NOD1 NF-kB reporter: -23%; HIV fusion peptide: 1.3%; AID2073: 4%; KOR beta-arrestin-1: -1.4%; Yfh1-off respiration: inactive; West Nile virus CPE: -0.2%; NS5 inhibitors: -2%; HEK293 NOD2/NF-kB: -209%; KOR beta-arrestin-2: 6%

Results for CC(=O)c1c(C)[nH]c(C(=O)OCC(=O)N2CC(=O)Nc3ccccc32)c1C ?
NOD1 NF-kB reporter: -16%; HIV fusion peptide: -3.1%; AID2073: -2%; KOR beta-arrestin-1: 1.3%; Yfh1-off respiration: inactive; West Nile virus CPE: -0.3%; NS5 inhibitors: -3%; HEK293 NOD2/NF-kB: 1%; KOR beta-arrestin-2: -7%
